RXFP1 ag: RXFP1 (human) receptor agonism | Q9HBX9 | HEK293T-RXFP1 cAMP TR-FRET, 30 min; response scale: percent of porcine relaxin response, buffer zero | Potency, µM (titrated, usually from 57.5 µM), inactives show at the highest dose activation, hits mostly activators | 370,000 compounds, 0.3% hits | AID 2676; also: % is scaled to controls: 0 for no effect and ±100 for the full control effect; nearly all actives have a fitted effect of over 60% in size; many of its hits are not listed in these tables
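HEK293T cells stably expressing RXFP1 were pretreated with the PDE4 inhibitor Ro 20174, exposed to compounds for 30 min at 37C, lysed, and cAMP was read by TR-FRET. Data normalized to buffer (basal) and 29 nM porcine relaxin (100%).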
TrxR1 substrate: is turned over as a substrate by rat TrxR1. 390,000 compounds, 0.01% hits. purified TrxR1 substrate turnover, NADPH consumption readout. O89049. Potency, µM (highest dose often 114 µM), without a hit: top-dose activity change, negative = substrate turnover; also: % is scaled to controls: 0 for no effect and ±100 for the full control effect; nearly all actives have a fitted effect of over 50% in size
Target sequence (O89049 whole entry, looked up): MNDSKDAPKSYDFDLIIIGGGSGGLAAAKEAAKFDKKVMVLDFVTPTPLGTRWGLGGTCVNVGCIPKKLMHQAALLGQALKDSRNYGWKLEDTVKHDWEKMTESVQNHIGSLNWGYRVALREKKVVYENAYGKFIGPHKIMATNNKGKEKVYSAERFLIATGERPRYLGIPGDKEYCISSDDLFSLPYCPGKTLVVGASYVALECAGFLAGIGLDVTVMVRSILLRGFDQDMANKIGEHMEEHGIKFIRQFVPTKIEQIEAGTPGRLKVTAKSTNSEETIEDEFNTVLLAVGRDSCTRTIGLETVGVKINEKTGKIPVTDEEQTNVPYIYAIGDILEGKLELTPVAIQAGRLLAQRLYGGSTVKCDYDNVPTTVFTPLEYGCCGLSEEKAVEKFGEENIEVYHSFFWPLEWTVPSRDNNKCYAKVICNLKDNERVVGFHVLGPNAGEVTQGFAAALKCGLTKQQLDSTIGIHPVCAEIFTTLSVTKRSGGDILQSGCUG
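Rat TrxR1, dispensed at 90 nM, was prereduced with 400 uM NADPH (final) for 5 min at ~22 deg C, then incubated with compound 15 min before 400 uM selenite. A first-read NADPH fluorescence drop versus no-compound background flagged substrates.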
IDH1 R132H inh: inhibitors of human mutant IDH1 R132H; O75874; IDH1-R132H enzyme, NADPH consumption, diaphorase/resazurin fluorescence; Potency, µM (titrated, usually from 76.6 µM), for the others: top-dose activity change, negative = inhibition, hits mostly inhibitors; 390,000 compounds, 0.093% hits; AID 602179; also: % is scaled to controls: 0 for no effect and ±100 for the full control effect; nearly all actives have a fitted effect of over 65% in size
Target sequence (O75874 whole entry R132H, stated change not applied): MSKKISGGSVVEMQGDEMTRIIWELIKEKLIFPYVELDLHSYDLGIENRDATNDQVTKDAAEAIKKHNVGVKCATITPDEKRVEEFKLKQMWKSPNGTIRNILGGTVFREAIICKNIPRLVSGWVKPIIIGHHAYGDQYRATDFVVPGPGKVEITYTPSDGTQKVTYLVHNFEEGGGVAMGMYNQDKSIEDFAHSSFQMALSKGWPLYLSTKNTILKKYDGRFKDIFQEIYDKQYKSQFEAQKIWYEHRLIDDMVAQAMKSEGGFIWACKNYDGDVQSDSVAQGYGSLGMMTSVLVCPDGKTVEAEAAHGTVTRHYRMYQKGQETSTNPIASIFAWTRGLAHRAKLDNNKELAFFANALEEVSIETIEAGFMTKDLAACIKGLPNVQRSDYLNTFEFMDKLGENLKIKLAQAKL
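IDH1-R132H (0.5 ug/mL dispensed) in pH 7.5 Tris buffer was preincubated 30 min with compound, then given a substrate mix of 0.016 mM NADPH and 2 mM alpha-KG for 80 min at room temperature; remaining NADPH was read by diaphorase/resazurin fluorescence.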
TrxR1 inh: blocks rat thioredoxin reductase 1; recombinant rTrxR1, NADPH fluorescence consumption, selenite substrate; Potency, µM (titrated, usually from 114 µM), for the others: at the top dose activity change, negative = inhibition, actives largely listed as inhibitors; 390,000 compounds, 1% hits; also: % is scaled to controls: 0 for no effect and ±100 for the full control effect; nearly all actives have a fitted effect of over 65% in size
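Rat TrxR1 (90 nM in the dispensed reagent) was pre-reduced with 400 uM NADPH for 5 min at room temperature, then incubated with compound for 15 min. After 400 uM selenite was added, NADPH fluorescence (Ex 340/Em 450 nm) was followed for 8 min.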
Vif-A3F inh: blocks the Vif interaction with APOBEC3F; HeLa A3F-eYFP + Vif (tagged APOBEC3F with the HIV-1 protein that degrades it), YFP fluorescence increase; Potency, µM (titrated, usually from 46.1 µM), for the others: at the highest dose activity, negative = active; 390,000 compounds, 0.2% hits; also: % of control where 0% means no effect; nearly all actives have a fitted effect of over 65% in size
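Fluorescence increase (Ex 488/Em 500-530) after overnight compound treatment at 37 deg C flags inhibition of Vif-driven A3F-eYFP loss in stable HeLa A3F-eYFP/Vif cells seeded overnight beforehand.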
Vif-APOBEC3G blk: Vif-A3G binding inhibition; Q9HC16; HeLa A3G-eYFP + Vif (tagged APOBEC3G with the HIV-1 protein that degrades it), YFP fluorescence, overnight; Potency, µM (highest dose often 46.1 µM), without a hit: at the top dose activity, negative = active, hits mostly inhibitors; 410,000 compounds, 0.076% hits; AID 602310;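 also: % is scaled to controls: 0 for no effect and ±100 for the full control effect; nearly all actives have a fitted effect of over 60% in size; hits raise eYFP signal because A3G escapes Vif-driven loss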
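Read-out is eYFP fluorescence (Ex 488/Em 500-530) from Vif-expressing HeLa A3G-eYFP cells; more signal means A3G escaped Vif-mediated degradation. Cells plated overnight, compound pinned in, incubated overnight at 37 deg C.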
ALOX12 inh: ALOX12 (human) lipoxygenase inhibition; purified 12hLO, xylenol orange hydroperoxide absorbance; Potency, µM (highest dose often 108 µM), for inactives: top-dose activity change, negative = inhibition, hits mostly inhibitors; 580,000 compounds, 1.1% hits; also: % is scaled to controls: 0 for no effect and ±100 for the full control effect
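Purified human 12hLO (150 nM final) in 25 mM Hepes, 0.01% Triton X-100, pH 7.0 was preincubated 15 min at room temperature with compound. Then 40 uM arachidonic acid was added, 30 min. Hydroperoxide was read by Fe-XO absorbance ratio 573/405 nm.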
USP1 inh: blocks the human USP1/UAF1 deubiquitinase complex; Potency, µM (titrated, usually from 57.1 µM), inactives show top-dose activity change, negative = inhibition, actives largely listed as inhibitors; O94782; AID 743255; 390,000 compounds, 0.23% hits; recombinant USP1/UAF1, Ub-Rhodamine cleavage fluorescence; also: % is scaled to controls: 0 for no effect and ±100 for the full control effect; nearly all actives have a fitted effect of over 60% in size; inactives centre near -12
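USP1/UAF1 complex at 1 nM was preincubated with compound for 15 min at room temperature, then Ub-Rho substrate (150nM final) was added. Fluorescence (480/540 nm) was read kinetically, 6 reads every 60 seconds.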
RGS4 inhibitor: human RGS4 inhibition | P49798 | Potency, µM (doses to about 114 µM), for the others: at the top dose activity change, negative = inhibition, most hits filed as inhibitors | 390,000 compounds, 0.039% hits | Transcreener GDP fluorescence polarization, RGS4-accelerated GTP hydrolysis | AID 504845; also: % is scaled to controls: 0 for no effect and ±100 for the full control effect; nearly all actives have a fitted effect of over 75% in size; some results filed as inactive show a strong effect at the top dose
Target sequence (P49798 whole entry, looked up): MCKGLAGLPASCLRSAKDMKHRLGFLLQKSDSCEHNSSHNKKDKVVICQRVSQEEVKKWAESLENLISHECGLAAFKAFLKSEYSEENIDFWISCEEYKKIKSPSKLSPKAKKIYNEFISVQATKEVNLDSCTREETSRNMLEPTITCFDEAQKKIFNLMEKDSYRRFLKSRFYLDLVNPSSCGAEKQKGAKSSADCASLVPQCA
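MLSMR compounds (23 nl, pin-transferred) preincubated 10 min at room temperature with a 500nM (2x) first reagent, then RGS4 at 900nM (2x) plus Transcreener GDP mix added; fluorescence polarization (620/688 nm) read before and after 90 min at 30 °C.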
* marks the source's active call; other numbers are inactive results; ? = inconclusive; . = not tested or not shown; & = joins results of further samples; [ ] = another dose, or the depositor's remark. Calls follow the shape of the dose curve; as a rule, active = well fitted curve in the direction sought with a large enough effect; inconclusive = small, poorly fitted or top-dose-only effect, or another doubt; inactive = no such curve, though single readings can be large; an effect the other way counts as inactive or inconclusive. Potency is read from the fitted curve at half-maximal effect. Some of the compounds tested; count on the stated rates, not on these rows.

SMILES	RXFP1 ag	TrxR1 substrate	IDH1 R132H inh	TrxR1 inh	Vif-A3F inh	Vif-APOBEC3G blk	ALOX12 inh	USP1 inh	RGS4 inhibitor
CCn1cc(C(=O)N2CCN(C3CCCCC3)CC2)c2cc(OC)c(OC)cc2c1=O	2.6%	-1%	7%	?	8%	0%	-16%	-7%	-28%[11.4 µM]
COc1ccc(-c2c(C3C4C=CCCC4(C)C(=O)N3Cc3ccccc3)ccc3ccccc23)cc1 (stereo not drawn)	.	0%	.	14%	.	4%	.	.	4%
O=C1NC(c2cccc(Cl)c2)Oc2ccccc21 (stereo not drawn)	4.1%	-9%	4%	7%[57.1 µM]	-7%	-1%	3%	-11%	22%
COc1ccc(NC(=S)NCC2CCCO2)c(OC)c1 (stereo not drawn)	-1.3%	13%[57.1 µM]	8%	-15%	4%	2%	0%	1%	-19%[11.4 µM]
CC(C)(C)C(=O)CCN1C(=O)C2(OCCO2)c2ccccc21	-0.4%	8%[57.1 µM]	3%	6%[57.1 µM]	-2%	0%	0%	-18%	6%
COCCNC(=O)CSc1nc2cc(OC)c(OC)cc2c(=O)n1Cc1ccco1	1.6%	-4%	1%	-9%	-1%	-2%	0%	-17%	-33%
O=C(NCc1ccc2c(c1)OCO2)NC1CCCCC1	1.3%	8%	11%	30%	0%	-6%	-3%	-19%	-13%
COc1cc(/C=C(/C#N)c2ccccc2F)ccc1OCc1ccccc1	-2.7%	-2%[11.4 µM]	1%	?	0%	-4%	12%	-21%	3%
COc1ccc(CC(=O)NC(C)CCc2ccccc2)cc1OC (stereo not drawn)	3.9%	7%[57.1 µM]	2%	1%[57.1 µM]	5%	3%	3%	-3%	26%
CCOC(=O)c1cnc(-n2[nH]c(C)cc2=O)[nH]c1=O	1.9%	-1%[57.1 µM]	7%	11%[57.1 µM]	-27%	-1%	-7%	-24%	-18%
COc1ccc(-c2nnc(NC(=O)c3ccc(S(=O)(=O)N4COCC4(C)C)cc3)o2)cc1	0.9%	-6%	0%	-8%	3%	0%	0%	-17%	-7%[11.4 µM]
CCCn1cc(S(=O)(=O)c2ccccc2)c(=O)c2cc(OC)c(OC)cc21	2.5%	4%	9%	15%	2%	-1%	3%	-18%	-2%[56.9 µM]

Part of the list above, showing only Vif-A3F inh, ALOX12 inh and IDH1 R132H inh.
molecule | Vif-A3F inh | ALOX12 inh | IDH1 R132H inh
COCCNC(=O)CSc1nc2cc(OC)c(OC)cc2c(=O)n1Cc1ccco1 | -1% | 0% | 1%
O=C(NCc1ccc2c(c1)OCO2)NC1CCCCC1 | 0% | -3% | 11%

(list continues)
SMILES	RXFP1 ag	TrxR1 substrate	IDH1 R132H inh	TrxR1 inh	Vif-A3F inh	Vif-APOBEC3G blk	ALOX12 inh	USP1 inh	RGS4 inhibitor
NCCCNC(=O)Cn1c(=O)c2c3c(sc2n(Cc2ccccc2)c1=O)CCCC3	-3.4%	2%	10%	18%	1%	0%	-14%	-25%	-9%
COc1cccc(NC(=O)Cn2nc3c4ccccc4n(Cc4cccc(F)c4)cc-3c2=O)c1	5.1%	-6%	-2%	0%	?	2%	?	?	6%
Cc1cc(-n2cnc3c(=O)[nH]cnc32)ccc1N	2.7%	1%	-1%	-5%[57.1 µM]	-10%	0%	25%	-17%	-7%
O=C(c1ccco1)N1CCCC(c2nc(-c3ccc(S(=O)(=O)NCc4ccccc4)cc3)no2)C1 (stereo not drawn)	0.3%	12%	0%	25%	-10%	0%	-8%	-19%	7%
Cc1ccc(OCC(=O)N(Cc2cccs2)C2CCS(=O)(=O)C2)cc1C (stereo not drawn)	-0.1%	-28%	5%	-2%	1%	0%	0%	-21%	-13%
CC(=O)Nc1ccc(S(=O)(=O)C(C#N)c2nc3ccccc3nc2NCCCO)cc1 (stereo not drawn)	5.0%	585%[activator]	2%	66%[activator]	-4%	-3%	?	-20%	2%
O=C(CN1CCN(C(=O)c2ccc(OCc3cn4ccccc4n3)cc2)CC1)Nc1cccc(F)c1	.	-5%[2.29 µM]	2%	-6%[2.29 µM]	3%	-1%	4%	10%	2%
O=C(O)c1ccc2c(c1)C(=O)N(CCC1=CCCCC1)C2=O	1.1%	2%	-3%	8%[57.1 µM]	-5%	0%	0%	-11%	-15%
Cc1nccn1CCc1n[nH]c(=S)n1Cc1ccccc1	-0.2%	10%[57.1 µM]	0%	-8%[57.1 µM]	1%	3%	-19%	5%	16%
COc1cc(NC(=O)c2cc(C)nc3ccccc23)cc(OC)c1	1.3%	1%	11%	9%	-15%	-4%	6%	-9%	-15%
O=C(Cn1ncn2c(cc3ccccc32)c1=O)NCCc1cccs1	5.2%	8%[57.1 µM]	-8%	24%[57.1 µM]	-13%	-2%	.	-13%	-6%[56.9 µM]
O=C(Nc1ccccc1N1CCCCC1)c1ccc(F)cc1	1.5%	-12%	2%	-11%	-8%	1%	0%	-11%	-13%
Cc1ccccc1NS(=O)(=O)c1nnc(NC(=O)c2ccccc2C)s1	3.6%&0.2%	-3%&-5%	-6%&-11%	2%[57.1 µM]	0%&-1%	-16%&-9%	-12%&0%	-10%&-8%	21%&14%
Cc1scc(C(=O)N2CCN(S(C)(=O)=O)CC2)c1-c1ccccc1	1.6%	-1%	1%	8%	2%	1%	13%	8%	-10%
N#C/C(C(=O)NCc1ccco1)=C1/SC(Cc2ccc(Cl)cc2)C(=O)N1c1ccccc1 (stereo not drawn)	-1.0%	5%[57.1 µM]	2%	-1%[57.1 µM]	-8%	1%	18%	-4%	-28%
COc1ccccc1C(=O)NC(=S)/C=C1/N(C)c2ccccc2C1(C)C	1.3%	-15%	2%	-6%	-7%	3%	28µM*	-11%	?
O=C(Nc1ccc(Cl)c(S(=O)(=O)N2CCOCC2)c1)c1cn2ccccc2n1	0.3%	7%[57.1 µM]	2%	11%[57.1 µM]	-11%	1%	-8%	-5%	-12%
Cc1nc(N2CCC(C(N)=O)CC2)c2c(-c3cccs3)csc2n1	2.9%	-12%[57.1 µM]	18%	22%[57.1 µM]	8%	0%	-4%	-9%	-26%
O=C(CN1CCCc2ccccc21)Nc1cccc(S(=O)(=O)N2CCOCC2)c1	0.7%	-2%	6%	-15%	5%	-4%	64%[activator]	-19%	-27%
O=C(c1cc(-c2ccc(O)cc2)on1)N1CCN(c2ccc(F)cc2)CC1	0.3%	1%[57.1 µM]	-9%	10%[57.1 µM]	7%	2%	-13%	-21%	11%
NC(=O)Cc1ccc(C(=O)c2ccccc2F)s1	7.1%	-2%[57.1 µM]	5%	6%[57.1 µM]	32%	-1%	1%	-14%	-14%
Cc1noc(-c2ccccc2)c1NC(=O)Nc1ccc(Cl)cc1	-2.0%	4%[57.1 µM]	-1%	28%[57.1 µM]	0%	-7%	?	3%	3%
NC(=O)C1CCN(C(=O)CSCc2ccccc2Cl)CC1	-2.1%	-8%	5%	-10%	-7%	-7%	-2%	-22%	4%
CC(C)(C)C1CCc2c(sc3nnn(CCOc4ccccc4)c(=O)c23)C1 (stereo not drawn)	-0.1%	-1%	.	6%	.	.	?	3%	4%
O=C(Cc1coc2ccc3ccccc3c12)N1CCCC1	-0.3%	-1%	4%	-2%	-16%	-7%	-8%	-20%	3%
COc1cccc(NC(=O)Cn2c(=O)n(-c3ccccc3)c(=O)c3c4c(sc32)CCCC4)c1	0.7%	2%	8%	11%	-17%	-3%	-9%	-32%	-7%
Cc1nnc(SCc2ccccc2)n1N	0.6%	-4%	-1%	0%	-5%	-1%	139%[activator]	-12%	13%
COCCNc1nnc(Cc2ccccc2)c(=O)[nH]1	-0.4%	-6%	-8%	-2%	-2%	-1%	-1%	-8%	35%[56.9 µM]
NS(=O)(=O)c1ccc(CCNC(=O)CSc2ccsc2[N+](=O)[O-])cc1	-0.3%	-5%	-9%	5%	-2%	0%	-16%	3%	8%[56.9 µM]
Cc1nc(SC(C)C)[nH]c(=O)c1Cc1ccccc1	1.1%	-6%	-1%	-2%	-11%	1%	?	-3%	7%
COc1ccc(S(=O)(=O)NCCCCC(=O)O)cc1C(=O)O	3.3%	4%[57.1 µM]	-7%	8%[57.1 µM]	-4%	-3%	0%	-5%	-7%
O=C(Nc1cccnc1)c1cc(-c2cccs2)on1	3.0%	8%	4%	16%	0%	-1%	11%	-15%	2%
CC(C)(C)OC(=O)N[C@@H](COCc1ccccc1)C(=O)N[C@@H](CO)[C@H](O)[C@@H]1C[C@@H]1C(=O)N1CCCC1	0.4%	16%[57.1 µM]	-7%	35%[57.1 µM]	5%	-2%	2%	22%	33%
Fc1cc(F)c2ncc3c(-c4ccccc4)nn(-c4cccc(Cl)c4)c3c2c1	6.3%	0%	26%	12%	-2%	1%	2%	-12%	7%
Cc1ccc(N2CC(C(=O)OCC(=O)NNC(=O)c3ccccc3)CC2=O)cc1 (stereo not drawn)	0.2%	-9%	1%	-6%	-8%	1%	-11%	1%	-1%
COC(=O)c1scc(S(=O)(=O)C(C)C)c1N/N=C(\C#N)C(=O)c1ccc(Cl)cc1	3.1%	-18%	-7%	-16%	16%	0%	-25%	-22%	15%
O=S(=O)(NC1CCCCCCC1)c1ccccc1	0.4%	2%[57.1 µM]	7%	2%[57.1 µM]	5%	-1%	-1%	0%	22%
Cc1ccc(OCCCn2cc(C#N)c3ccccc32)cc1	0.4%	4%	18%	26%	0%	-1%	-45%	-18%	-4%
COc1ccccc1CNC(=O)c1ccc(-c2ccccc2)cc1	2.7%	7%	-4%	31%[activator]	6%	4%	-23%	-26%	0%
